Vif-A3F inh: Vif-A3F binding inhibition. HeLa A3F-eYFP + Vif (tagged APOBEC3F with the HIV-1 protein that degrades it), YFP fluorescence increase. Potency, µM (titrated, usually from 46.1 µM), for inactives: top-dose activity, negative = active. 390,000 compounds, 0.2% hits. AID 602313; also: potency is read from the fitted curve at half-maximal effect; % of control where 0% means no effect; nearly all actives have a fitted effect of over 65% in size
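HeLa cells stably expressing A3F-eYFP plus Vif, plated and incubated overnight at 37 deg C, then exposed to compounds overnight at 37 deg C. Blocked degradation read as raised yellow fluorescence (Ex 488/Em 500-530).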
Vif-APOBEC3G blk: blocks the Vif interaction with human APOBEC3G. Q9HC16. HeLa A3G-eYFP + Vif (tagged APOBEC3G with the HIV-1 protein that degrades it), YFP fluorescence, overnight. Potency, µM (series often up to 46.1 µM), for the others: at the top dose activity, negative = active, actives largely listed as inhibitors. 410,000 compounds, 0.076% hits. AID 602310;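 also: potency is read from the fitted curve at half-maximal effect; % is scaled to controls: 0 for no effect and ±100 for the full control effect; nearly all actives have a fitted effect of over 60% in size; hits raise eYFP signal because A3G escapes Vif-driven loss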
Target sequence (Q9HC16 whole entry, looked up): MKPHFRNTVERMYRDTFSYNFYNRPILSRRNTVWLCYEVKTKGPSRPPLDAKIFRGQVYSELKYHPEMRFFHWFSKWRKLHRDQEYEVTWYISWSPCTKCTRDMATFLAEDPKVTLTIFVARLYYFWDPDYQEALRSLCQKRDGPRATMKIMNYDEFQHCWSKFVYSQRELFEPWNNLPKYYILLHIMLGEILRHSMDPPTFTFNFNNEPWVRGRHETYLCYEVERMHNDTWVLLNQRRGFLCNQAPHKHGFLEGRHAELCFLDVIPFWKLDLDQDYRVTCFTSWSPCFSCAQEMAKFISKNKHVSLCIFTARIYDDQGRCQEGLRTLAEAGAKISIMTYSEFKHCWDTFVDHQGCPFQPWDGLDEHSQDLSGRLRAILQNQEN
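Read-out is eYFP fluorescence (Ex 488/Em 500-530) from Vif-expressing HeLa A3G-eYFP cells; more signal means A3G escaped Vif-mediated degradation. Cells plated overnight, compound pinned in, incubated overnight at 37 deg C.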
LDHA block: LDHA (human) enzyme inhibition; 480,000 compounds, 0.15% hits; activity change, % (values are at about 110 or 230 µM); purified LDHA, NADH/diaphorase-resazurin fluorescence; active compounds read low; AID 1347041; P00338; in the data active = activity change below about -30%; inconclusive = mostly about -25% to -30%;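 also: plate controls were DMSO wells for no effect and wells without enzyme for full effect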
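Human LDH5 (2 nM) was incubated with 0.06 mM NADH and 0.2 mM pyruvate for 5 min at room temperature in Tris pH 7.4. Remaining NADH was coupled through diaphorase/resazurin, and resorufin fluorescence was read at 0 and 20 min.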
Glioma ERSR ind: inducers of ER stress response in human glioma cells | U87-MG GRP78 promoter luciferase reporter, 16 h | Potency, µM, for the others: at the top dose activation, hits mostly activators | 420,000 compounds, 0.02% hits; also: potency is read from the fitted curve at half-maximal effect; series mostly up to about 76 µM; % of control where 0% means no effect; nearly all actives have a fitted effect of over 35% in size
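Stably transfected U87-MG human glioma cells carrying a GRP78-based luminescent sensor were seeded at 1000 cells/well, pin-dosed with compounds and incubated 16 h. Luciferase reagent was then added, and end-point luminescence was read after 10 min at room temperature.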
D2 potentiator: positive allosteric modulators of human D2 dopamine receptor; HEK293 T-REx D2, calcium flux, EC20 dopamine potentiation; potentiation, % at 10 µM; 340,000 compounds, 0.34% hits; AID 485347;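 active = potentiation over 3 SD above the plate norm, cut at about 30% in these data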; also: 0% is about no effect
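Potentiation of an EC20 dopamine calcium response measured kinetically over 180 s, after a preceding 180 s compound-only read flagging agonists. Cells: inducible Hek293 Trex D2 line, 4000/well, cultured overnight at 30 C before dye loading.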
D1 PAM: human D1 dopamine receptor positive modulation. HEK293 TREx D1 cells, calcium flux, dopamine EC20 potentiation. 360,000 compounds, 0.036% hits. AID 504651. potentiation, % at 10 µM; in the data active = potentiation above about 30%; also: 0% is about no effect
Target sequence (P21728 whole entry, looked up): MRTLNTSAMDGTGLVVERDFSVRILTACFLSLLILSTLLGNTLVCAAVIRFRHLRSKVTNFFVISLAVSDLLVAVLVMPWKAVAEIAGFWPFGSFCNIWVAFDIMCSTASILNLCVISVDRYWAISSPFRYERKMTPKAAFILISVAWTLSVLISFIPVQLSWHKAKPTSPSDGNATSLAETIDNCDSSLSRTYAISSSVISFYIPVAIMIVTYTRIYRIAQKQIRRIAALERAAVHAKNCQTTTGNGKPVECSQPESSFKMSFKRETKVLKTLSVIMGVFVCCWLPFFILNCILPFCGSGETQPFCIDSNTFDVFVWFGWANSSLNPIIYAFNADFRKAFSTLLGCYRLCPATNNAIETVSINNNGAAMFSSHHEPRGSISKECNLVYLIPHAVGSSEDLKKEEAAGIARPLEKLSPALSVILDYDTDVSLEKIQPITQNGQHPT
RXFP1 ag: RXFP1 (human) receptor agonism; Q9HBX9; HEK293T-RXFP1 cAMP TR-FRET, 30 min; response scale: percent of porcine relaxin response, buffer zero; Potency, µM (series often up to 57.5 µM), for the others: top-dose activation, actives largely listed as activators; 370,000 compounds, 0.3% hits; AID 2676; also: potency is read from the fitted curve at half-maximal effect; % is scaled to controls: 0 for no effect and ±100 for the full control effect; nearly all actives have a fitted effect of over 60% in size; many of its hits are not listed in these tables
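HEK293T cells stably expressing RXFP1 were pretreated with the PDE4 inhibitor Ro 20174, exposed to compounds for 30 min at 37C, lysed, and cAMP was read by TR-FRET. Data normalized to buffer (basal) and 29 nM porcine relaxin (100%).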
D1 ag: agonists of human D1 dopamine receptor | P21728 | HEK293 T-REx D1 cells, calcium flux, agonist mode | activation, % at 2 µM | 360,000 compounds, 1% hits | AID 504660; in the data active = activation above about 30%; also: 0% is about no effect
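Tetracycline-induced HEK293 TREx D1 cells, force-coupled to calcium signalling, were dye-loaded with a no-wash calcium kit. Compound was pin-added after a 10 s baseline. Fluorescence was read kinetically at 1 cycle/s for 180 s, with calcium rises flagged as agonism.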
D1 antagonist: blocks dopamine activation of the human D1 receptor; HEK293 TREx D1 cells, calcium flux, dopamine EC80; active compounds read low; P21728; 360,000 compounds, 3.2% hits; activity change, negative = inhibition, % at 10 µM; in the data active = activity change below about -30%; also: % is scaled to controls: 0 for no effect and ±100 for the full control effect
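Cells carrying a force-coupled, tetracycline-inducible human D1 receptor report calcium flux. Each well gets a 10 s baseline, compound with 180 s monitoring, then an EC80 dopamine stimulus with a second 180 s kinetic read.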
* hit, by the source's call; ? = inconclusive; / = not tested or not shown. Unless noted, calls follow the shape of the dose curve; as a rule, active = well fitted curve in the direction sought with a large enough effect; inconclusive = small, poorly fitted or top-dose-only effect, or another doubt; inactive = no such curve, though single readings can be large; an effect the other way counts as inactive or inconclusive.

entry	structure	Vif-A3F inh	Vif-APOBEC3G blk	LDHA block	Glioma ERSR ind	D2 potentiator	D1 PAM	RXFP1 ag	D1 ag	D1 antagonist
1	CCCNC(=O)c1ccc(N2CCC3(CC2)CC(c2cccc(Br)c2)=NO3)c(NC(=O)c2ccc(Br)cc2)c1	-1%	3%	-9	-1%	5	-4	1.5%	3	-12
2	CCCCCC(=O)N1CC2(CC(c3cccc(NC(=O)CC(c4ccccc4)c4ccccc4)c3)=NO2)C[C@@H]1C(N)=O (some centres not stated)	-1%	-8%	-1	-5%	5	-4	1.2%	9	-47*
3	COc1cccc(OCC(Cn2cnc3ccccc32)OC(C)=O)c1 (configuration not stated)	-5%	-5%	-1	-2%	3	2	-0.5%	4	10
4	Cc1cccc(-c2nnc(-c3cccc4ccccc34)o2)c1	11%	0%	-5	9%	/	/	/	/	/
5	COc1ccc(S(=O)(=O)N2CCC(C(=O)NC3CCCC3)CC2)cc1C	-10%	-2%	-5	-3%	6	-4	-1.1%	0	-12
6	NC(=O)c1ccc(NC(=O)CCCc2nc(-c3ccccc3Cl)no2)cc1	-12%	0%	-3	2%	-14	-8	4.6%	4	3
7	O=C(N/N=C/c1ccc([N+](=O)[O-])s1)C(O)c1ccccc1 (configuration not stated)	2%	0%	-2	0%	3	-1	-0.4%	10	11
8	Cc1ccc(NC(=O)Cc2ccc(Cl)cc2)cc1S(=O)(=O)N1CCCCCC1	-2%	3%	3	-6%	-6	0	-1.6%	3	-2
9	COc1cccc2c1Oc1ncccc1N(C(=O)Nc1ccc(F)c(Cl)c1)C2	-12%	0%	6	-4%	-11	-3	3.7%	19	-3
10	CC(C)c1ccc(/C=N/Nc2ccc(C(=O)O)cc2)cc1	-8%	3%	1	-14%	5	-2	0.7%	2	17
11	C[C@H](CO)N1C[C@H](C)[C@@H](CN(C)C(=O)Nc2ccccc2)Oc2c(NC(=O)Nc3ccc4c(c3)OCO4)cccc2C1=O	-5%	-5%	10	2%	/	/	/	/	/
12	CCN(CC(=O)Nc1ccccc1C(F)(F)F)C(=O)CCc1c(C)[nH]c(=O)c(C#N)c1C	-3%	0%	-1	-3%	7	-1	1.4%	3	2
13	COc1ccc(/C=C/C(=O)Nc2sc3c(c2C(N)=O)CCCC3)cc1	-4%	0%	-13	2%	-4	-1	-0.6%	-2	13
14	Cc1cccc(N2C(=O)C3C4CC(C(Br)C4Br)C3C2=O)n1 (configuration not stated)	4%	0%	-9	-5%	8	-1	-2.4%	3	6
15	Cc1ccc([N+](=O)[O-])c(OCCCN2C(=O)NC(C)(C)C2=O)c1	-7%	2%	0	-3%	16	-6	-1.5%	3	/
16	COc1ccc(-c2nc(S(=O)(=O)c3ccc(C)cc3)c(N3CCCC3)o2)cc1	3%	-2%	-3	-5%	/	4	2.1%	1	6
17	O=C(CNS(=O)(=O)c1ccccc1)OCc1cccc([N+](=O)[O-])c1	-4%	0%	-2	-5%	-18	-3	-0.1%	9	-6
18	CC(C)c1ccc(OCC(=O)Nc2ccncc2)cc1	-12%	-7%	-8	-2%	11	0	2.7%	18	-34*
19	O=c1cc(CO)occ1OCc1cccc(F)c1	-6%	-2%	0	-5%	-1	-4	-1.4%	4	7
20	Cc1ccc(S(=O)(=O)N(CC(O)CN2C(=O)NC(C)(C)C2=O)c2cccc(C)c2)cc1 (configuration not stated)	8%	2%	-6	-1%	-3	-10	4.1%	2	-9
21	CCOc1ccc2nc(NCCCNS(=O)(=O)c3ccc(F)cc3)c(C#N)cc2c1	-2%	0%	14	-5%	/	/	/	/	/
22	CC1(C)NC(=O)N(CCCCOc2ccc(Br)cc2Cl)C1=O	0%	-6%	0	0%	5	-9	-0.3%	3	0
23	O=C(CSc1n[nH]c(-c2ccco2)n1)N1c2ccccc2Sc2ccccc21	0%	0%	-5	0%	-3	7	1.8%	9	-13
24	O=C(O)/C=C/C(=O)Nc1cc(F)ccc1F	?	3%	-7	-2%	1	0	-0.1%	1	-3
25	CC(=O)c1cnc2nc(SCc3ccc(C)cc3)nn2c1C	0%	1%	-10	4%	-1	3	3.6%	0	0
26	Cc1cc(=O)oc(C)c1C(=O)OCC(=O)c1ccc(Cl)c(Cl)c1	0%	2%	-2	-1%	6	5	2.0%	3	3
27	COc1ccc(NC(=O)COc2ccc(C)nc2[N+](=O)[O-])cc1S(N)(=O)=O	-8%	1%	0	2%	-20	-1	1.2%	0	-40*
28	Nc1nc2nn(-c3ccccc3)nc2c(=O)[nH]1	0%	-2%	-14	-1%	-4	4	4.1%	2	7
29	CSCC[C@H](NC(=O)NCc1ccccc1F)C(=O)O	-8%	0%	-3	2%	-6	-10	1.7%	2	19
30	c1ccc(COCC2CCNCC2)cc1	12%	-2%	-1	-3%	4	-3	0.2%	4	5

A second format for part of the listing above.
Every second line gives: Vif-A3F inh | Vif-APOBEC3G blk | LDHA block | Glioma ERSR ind | D2 potentiator | D1 PAM | RXFP1 ag | D1 ag | D1 antagonist
[1] CCCNC(=O)c1ccc(N2CCC3(CC2)CC(c2cccc(Br)c2)=NO3)c(NC(=O)c2ccc(Br)cc2)c1
    -1% | 3% | -9 | -1% | 5 | -4 | 1.5% | 3 | -12
[2] CCCCCC(=O)N1CC2(CC(c3cccc(NC(=O)CC(c4ccccc4)c4ccccc4)c3)=NO2)C[C@@H]1C(N)=O (some centres not stated)
    -1% | -8% | -1 | -5% | 5 | -4 | 1.2% | 9 | -47*
[3] COc1cccc(OCC(Cn2cnc3ccccc32)OC(C)=O)c1 (configuration not stated)
    -5% | -5% | -1 | -2% | 3 | 2 | -0.5% | 4 | 10
[4] Cc1cccc(-c2nnc(-c3cccc4ccccc34)o2)c1
    11% | 0% | -5 | 9% | / | / | / | / | /
[5] COc1ccc(S(=O)(=O)N2CCC(C(=O)NC3CCCC3)CC2)cc1C
    -10% | -2% | -5 | -3% | 6 | -4 | -1.1% | 0 | -12
[6] NC(=O)c1ccc(NC(=O)CCCc2nc(-c3ccccc3Cl)no2)cc1
    -12% | 0% | -3 | 2% | -14 | -8 | 4.6% | 4 | 3
[7] O=C(N/N=C/c1ccc([N+](=O)[O-])s1)C(O)c1ccccc1 (configuration not stated)
    2% | 0% | -2 | 0% | 3 | -1 | -0.4% | 10 | 11

The listing continues.
entry	structure	Vif-A3F inh	Vif-APOBEC3G blk	LDHA block	Glioma ERSR ind	D2 potentiator	D1 PAM	RXFP1 ag	D1 ag	D1 antagonist
31	COc1ccccc1NC(=O)N1CCC(CN2CCc3ccccc3C2)CC1	-2%	3%	4	-3%	-11	-4	2.3%	1	0
32	O=C(NCCc1cccnc1)C1CCC(=O)N(CCc2cccc(F)c2)C1 (configuration not stated)	-1%	-1%	0	-4%	-2	-7	0.7%	3	-14
33	Cc1cccc(C)c1NS(=O)(=O)c1c(C(=O)N2CCCCC2)c(C)n(C)c1C	0%	-1%	0	-3%	-4	-2	-0.2%	0	5
34	CCOC(=O)C1(CCc2ccccc2)CCN(Cc2c(O)cccc2OC)CC1	19%	1%	6	-8%	-20	-9	2.1%	1	0
35	CC(C)Oc1ccc(S(=O)(=O)N2CCCCC2)cc1NC(=O)CN1C(=O)NC(C)(C2CC2)C1=O (configuration not stated)	3%	-3%	-8	-2%	4	-1	1.5%	1	11
36	C[C@H]1CN([C@@H](C)CO)C(=O)c2cc(-c3ccccc3F)cnc2O[C@H]1CN(C)C(=O)C1CCOCC1	-15%	0%	-10	-3%	/	/	/	/	/
37	CCc1c(C)sc(NC(=O)c2cc(C3CC3)on2)c1C#N	-6%	-3%	-4	2%	-9	-3	-0.4%	0	-37*
38	Nc1ncnc2c1ncn2[C@@H]1O[C@H](CNC(=O)[C@@H]2CCCN2S(=O)(=O)c2ccc(F)cc2)[C@@H](O)[C@H]1O	1%	5%	1	-1%	/	/	/	/	/
39	O=C1CNc2ccc(C(=O)N3CCN(c4ccccn4)CC3)cc2N1	0%	-9%	-3	-3%	-1	-5	0.6%	1	-3
40	CCCCC(=NCCc1c(C)[nH]c2ccc(OC)cc12)C1=C(O)CC(c2ccccc2)CC1=O (configuration not stated)	-11%	?	-4	-4%	33*	10	0.5%	6	-34*
41	COC(=O)c1nn(-c2ccccc2)c(Sc2ccc(Br)cc2)c1/C=N/O	-8%	-2%	-8	-6%	-8	-5	1.3%	0	-6
42	O=C(NCc1ccccn1)c1coc(=O)c(Br)c1	/	-27%	0	-3%	7	-2	1.2%	2	15
43	CCS(=O)(=O)N1Cc2ccccc2CC1C(=O)N(C)CC(=O)Nc1ccc(OC)cc1 (configuration not stated)	3%	-4%	3	-3%	12	-3	-0.1%	1	0
44	CC1CN(C(=O)c2ccccc2Nc2ccc(SC(F)F)cc2)CC(C)O1 (configuration not stated)	0%	0%	6	-1%	-8	-14	-0.9%	1	2
45	CCOc1ccc(NC(=O)CSc2nc3nc4c(cc3c(=O)n2CC)COC(C)(C)C4)cc1	-7%	-8%	-9	-1%	-2	-4	1.0%	1	-8

3 compounds already listed, ordered by their value in Vif-APOBEC3G blk, low to high.
#	structure	Vif-APOBEC3G blk
43	CCS(=O)(=O)N1Cc2ccccc2CC1C(=O)N(C)CC(=O)Nc1ccc(OC)cc1 (configuration not stated)	-4%
37	CCc1c(C)sc(NC(=O)c2cc(C3CC3)on2)c1C#N	-3%
31	COc1ccccc1NC(=O)N1CCC(CN2CCc3ccccc3C2)CC1	3%

Bioassay records deposited in PubChem by National Center for Advancing Translational Sciences (NCATS).

This is a subset (hit frequency here may not be typical).
